# NTR1 agonist: NTR1-driven beta-arrestin-GFP spot formation – imaging, U2OS cells, high content, primary screen (AID 493036); 0.17% of 330,000 active; P30989; activation, % at 20 µM; agonist mode;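 active means activation at or above 40% of the spot to cytoplasm intensity ratio, with at least 20 cells analyzed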;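 further: 0% = DMSO without peptide and 100% = 100 nM NTR1 peptide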
# Target sequence (P30989 whole entry, looked up): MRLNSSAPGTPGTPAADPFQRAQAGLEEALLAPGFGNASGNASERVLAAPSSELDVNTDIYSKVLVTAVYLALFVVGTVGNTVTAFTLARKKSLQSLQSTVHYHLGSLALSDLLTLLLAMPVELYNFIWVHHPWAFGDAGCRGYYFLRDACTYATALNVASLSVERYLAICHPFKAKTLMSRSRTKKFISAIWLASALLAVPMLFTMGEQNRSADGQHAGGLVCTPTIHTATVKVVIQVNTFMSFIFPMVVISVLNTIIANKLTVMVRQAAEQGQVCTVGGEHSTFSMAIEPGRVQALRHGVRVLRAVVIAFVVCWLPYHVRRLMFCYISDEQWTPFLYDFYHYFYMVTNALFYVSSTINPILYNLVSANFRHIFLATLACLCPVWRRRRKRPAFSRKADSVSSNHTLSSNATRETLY
# HEK293 NOD2/NF-kB: inhibition of NOD2-driven NF-kB reporter – cell-based, luminescence, uHTS, HEK293 (AID 1566); 0.63% of 290,000 active; HEK293 NOD2/NF-kB luciferase reporter, luminescence; higher % means a stronger effect; inhibition, % at 4 µM; hits with a dose series show EC50 in µM; further: many of its hits are not listed in these tables
# KOR beta-arrestin-1: KOR agonists, beta-arrestin recruitment, primary screen, cell-based, luminescence, uHTS (AID 1777) | activation, % at 10 µM, or EC50 in µM where a hit was titrated | KOR beta-arrestin recruitment, luminescence; higher % means a stronger effect | 0.02% of 280,000 active; in the data active means activation above about 50%, passing the limit was not always enough; further: a part of the inactive calls stands beside numbers as strong as those of hits
# Myeloid diff 2: promotes myeloid progenitor differentiation; ER-HoxA9 myeloid progenitors, lysozyme-GFP differentiation, flow cytometry; calls only at 10 µM; 1% of 360,000 active;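 active means normalized GFP-positive differentiation at or above the plate's own cutoff, the solvent-only control mean plus 3 SD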;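 further: cells exposed to compound for four days before flow analysis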
# KOR beta-arrestin-2: kappa opioid receptor blockers – cell-based, luminescence, uHTS (AID 1778); KOR beta-arrestin recruitment, luminescence, antagonist mode; higher % means a stronger effect; 0.091% of 290,000 active; inhibition, % at 10 µM, or IC50 in µM where a hit was titrated; further: strong numbers were not always called active
# GPR55 activation: selective activators of receptor GPR55 – imaging, U2OS cells, beta-arrestin-GFP redistribution, primary screen (AID 1961); 0.048% of 290,000 active; U2OS GPR55 beta-arrestin-GFP redistribution imaging; higher % means a stronger effect; activation, % at 10 µM, or EC50 in µM where a hit was titrated;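 active means activation above 40% with more than 50 cells counted in the well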;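 further: U2OS osteosarcoma cells stably expressing GPR55 and beta-arrestin-GFP; plate controls were DMSO negative control for no effect and LPI positive control for full effect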
# NOD1 NF-kB reporter: inhibition of NOD1-driven NF-kB reporter – cell-based, luminescence, uHTS, primary screen (AID 1578). 1% of 290,000 active. NOD1-driven NF-kB luciferase reporter cells, luminescence; higher % means a stronger effect. one-dose inhibition, % at 4 µM; EC50 in µM for titrated hits; in the data active means inhibition mostly above about 36%, no sharp cut-off; inactive means mostly below about 34%;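 further: HEK-293T reporter cells stimulated with the NOD1 agonist gamma-tri-DAP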
# T cell modulator: T cell immune modulation candidate. calls only at 7 µM. 2C CD8+ T cell-vesicle binding, flow cytometry; hits give low values. 0.068% of 330,000 active. AID 2052;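 active means response, share of CD8 T cells binding vesicles, and their 90th percentile fluorescence all below set limits, cut at about 80% in these data, passing the limit was not always enough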
#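 Also added: QL9-peptide-loaded Drosophila micro-vesicles bearing Ld, ICAM-1 and B7-1; Test system: purified 2C TCR transgenic mouse naive CD8+ T cells; Measured by: cytometric PE anti-B7-1 and Alexa647 anti-CD8 signals after 1% paraformaldehyde fixation; Timing: binding step 1.5 h, 37 °C, antibody labelling 20 min, ice.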
# GPR55 antagonists: inhibition of LPI-stimulated GPR55 beta-arrestin translocation – imaging, U2OS, beta-arrestin-GFP, LPI agonist, primary screen (AID 2013); U2OS GPR55 beta-arrestin-GFP translocation imaging, LPI antagonism; higher % means a stronger effect; one-dose inhibition, % at 10 µM; IC50 in µM for titrated hits; 0.13% of 290,000 active;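 active means spots per cell inhibited over 60%, with over 100 cells counted and total cytoplasm intensity under 500,000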;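 further: U2OS cells stably carrying GPR55 and arrestin-GFP stimulated by 5 µM LPI near EC80; imaged beta-arrestin-GFP aggregate spots per cell after agonist stimulation; plate controls were LPI-stimulated DMSO wells for no effect and DMSO wells without LPI for full effect; some results filed as inactive read as strong as hits; confirmed hits need IC50 under 10 µM and bright autofluorescent wells are also inconclusive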
# T cell modulator vesicle-bound %: further read-out of T cell modulator, marked with its call; double positive events, %; measured here: CD8+ vesicle-bound cell fraction;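 binding gate set so that unloaded-vesicle control wells show 10% double positive cells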
# NTR1 agonist cell count 20 µM: further read-out of NTR1 agonist, marked with its call; cell count; measured here: cell count, cytotoxicity flag
# Myeloid diff 2 GFP+ MAC1+ %: recorded beside Myeloid diff 2, whose call it bears; GFP+ MAC1+ double positive, %; measured here: differentiation confirmed by MAC1 staining
# * hit, by the source's call; i = inactive; x = no result given; + = active, no number; [ ] = another dose, or the depositor's remark. Unless noted, no stated cut-off is given here; in the data, active means inhibition above about 50%; inactive means the rest. These rows are one share of the data; count on the stated rates, not on these rows.
SMILES,NTR1 agonist,NTR1 agonist cell count 20 µM,HEK293 NOD2/NF-kB,KOR beta-arrestin-1,Myeloid diff 2,Myeloid diff 2 GFP+ MAC1+ %,KOR beta-arrestin-2,GPR55 activation,NOD1 NF-kB reporter,T cell modulator,T cell modulator vesicle-bound %,GPR55 antagonists
Cc1cc(OCC(=O)NCC2CCC(C(=O)O)CC2)c2c(C)c(Cc3ccccc3)c(=O)oc2c1 (stereo unspecified),0.1,68,19%,4.8%,i,1.7,-38%[20 µM],0.3%,-21%,i,30,-3%
Cc1nnc(SCCN2CCOCC2)n1-c1cccc(Cl)c1,2.9,79,3%,-3.4%,i,0.6,29%,0.6%,-5%,i,23,23%
O=C(NCCN1CCOCC1)c1cc(-c2cccc(Cl)c2)on1,-1.0,41,-14%,8.2%,i,3.1,-73%,0.0%,-23%,i,29,1%
O=[N+]([O-])c1ccc(-c2ccn[nH]2)o1,-1.8,90,-1%,4.6%,i,0.3,2%,-0.2%,-31%,i,42,11%
Cc1nc(C(=O)NNC(=O)c2ccc(Cl)cc2)c(C(F)(F)F)o1,-1.0,52,5%,2.9%,i,0.5,3%,-0.2%,-9%,i,55,14%
COc1cc(/C=N/Nc2nc(Nc3ccccc3)nc(N3CCCCC3)n2)ccc1OCC(=O)O,-0.8,101,-10%,-0.4%,i,0.1,-6%,-0.3%,8%,i,43,-4%
Cc1ccc(NC(=O)CCCNC(=O)c2ccc(Cl)cc2)nc1,-0.1,61,-5%,4.8%,i,0.8,7%,-0.1%,-16%,i,58,13%
O=C(O)CN(c1ccccc1F)S(=O)(=O)c1ccccc1,-0.8,90,-1%,-1.4%,i,1.0,3%,-0.1%,-27%,i,25,9%
NC(=O)CCS(=O)(=O)c1ccccc1,-0.3,49,15%,2.8%,i,5.4,8%,-0.2%,-16%,i,9,-12%
COc1cccc2cc(C(=O)Oc3ccccc3)c(=O)oc12,0.5,52,0%,-2.9%,i,0.6,-23%,-0.1%,-1%,i,45,6%
O=C(Nc1ccc(F)cc1)c1cc(S(=O)(=O)N2CCCCC2)ccc1F,-0.4,75,15%,-4.9%,i,4.2,-4%,-0.2%,8%,i,8,7%
CCOC(=O)CNC(=S)N(Cc1cccs1)C1CCCCC1,-1.3,63,4%,3.6%,i,0.6,15%,-0.2%,-18%,i,8,3%
COc1ccc(CNC(=O)C2CCC(CNS(=O)(=O)c3ccccc3)CC2)cc1 (stereo unspecified),1.4,85,8%,-2.4%,i,0.6,-16%,0.3%,0%,i,54,-3%
COc1ccccc1CCNC(=O)C(=O)NCC1OCCN1S(=O)(=O)c1ccc(F)cc1 (stereo unspecified),-0.1,49,0%,1.4%,i,0.4,-21%,-0.1%,-1%,i,14,-2%
CCC1=NN2C(=N)/C(=C\c3ccc(OCCOc4ccccc4OC)cc3)C(=O)N=C2S1,2.5,76,0%,-3.4%,i,0.6,-50%[20 µM],0.7%,-14%,i,24,-16%
CC(=O)c1ccc(NC(=O)COc2ccccc2C(=O)Nc2ccc(C)cn2)cc1,2.9,49,10%,14%,i,0.6,-2%,0.4%,-21%,i,14,10%
Cc1ccccc1-c1ccc(=O)n(CC(=O)Nc2ccc(-n3cnnn3)cc2)n1,0.1,54,0%,0.6%,i,0.2,30%,-1.9%,-5%,i,35,7%
COc1ccc(S(=O)(=O)NCCSC(C)(C)C)c(Cl)c1Cl,2.2,71,5%,0.5%,i,10,-48%,-0.1%,32%,i,37,-1%
O=C(O)c1ccc(COc2ccc(Cl)cc2)o1,-2.2,87,-18%,6.2%,i,2.0,-10%,0.0%,-22%,i,30,3%
COCCNC(=O)CSc1n[nH]c(=O)n1CCc1ccccc1,-0.7,79,-9%,2.2%,i,0.2,-37%,0.0%,8%,i,20,9%
CCCCc1ccc(-c2ccc(Br)cc2)nc1,2.3,67,-109%,9.1%,i,5.8,-29%,0.4%,4%,i,46,-2%
CCOC(=O)N1CCN(C(=O)CCN2C(=O)COc3ccc(C)cc32)CC1,0.0,89,8%,1.8%,i,2.2,6%,0.9%,35%,i,36,17%
O=C(NC1CCCCCC1)C1C2C=CC3(CN(Cc4cccnc4)C(=O)C13)O2 (stereo unspecified),-0.8,118,5%,2.2%,i,4.3,12%,-0.2%,-1%,i,35,13%
CCn1c(SCC(=O)Nc2cccc(C)c2)nc2c(c1=O)SC(C)C2 (stereo unspecified),1.9,59,-2%,0.6%,i,0.6,0%,0.3%,-13%,i,30,1%
CCC1c2ccc(C)n2CCN1C(=O)Nc1ccccc1OC (stereo unspecified),0.5,42,-16%,-1.1%,i,1.6,16%,-0.1%,-29%,i,16,-11%
CNC(=O)CO/N=C/c1ccc(N(C)C)cc1,-0.1,36,6%,-6.5%,i,0.4,12%,-0.1%,-9%,i,34,8%
O=C(N/N=C/c1cc2c(cc1Cl)OCO2)c1ccncc1,-0.8,50,-1%,-0.4%,i,0.9,-6%,-0.5%,-34%,i,39,-6%
COc1ccc(/C=N/NC(=O)CC2N=C(Cc3ccccc3)NNC2=O)cc1OC (stereo unspecified),0.1,81,13%,-2.2%,i,0.4,12%,0.1%,-22%,i,64,11%
O=C(O)C1=C(OCc2ccccc2)C(=O)NCC1,-0.1,40,13%,6.3%,i,0.7,-16%[20 µM],-0.1%,-15%,i,50,4%
COc1cc(C(=O)Nc2nc(C)cc(C)n2)cc(OC)c1OC,-0.6,49,15%,0.7%,i,0.7,6%,-0.1%,-6%,i,33,7%
COc1cc2c(cc1OC)C(C)N(C(=O)c1cccs1)CC2 (stereo unspecified),0.6,48,-6%,-1.0%,i,0.5,-80%[20 µM],0.2%,-12%,i,44,-20%
OCCNc1nc2ccccc2n1CCN1CCCCC1,-1.0,36,-4%,x,i,0.8,x,-0.1%,-40%,i,49,12%
COc1ccc(/C=C/c2ccccc2)cc1[C@H]1[C@H]2C=CC[C@@H](C)[C@@H]2C(=O)N1Cc1ccccc1,-3.4,71,-1%,x,i,1.3,-7%,-0.1%,2%,i,33,7%
COc1ccc(NS(=O)(=O)c2cccc3cccnc23)cc1OC,0.8,86,32%,-3.4%,i,0.2,-13%,0.4%,-1%,i,18,-1%
Cc1ccc2nsnc2c1NC(=O)c1ccc([N+](=O)[O-])o1,3.1,56,19%,-5.0%,+,1.1*,-10%,0.2%,-6%,i,20,3%
Cc1ccc(C)c(N2CCN(C(=O)c3cc4sccc4n3C)CC2)c1,17,67,2%,3.9%,i,0.9,-4%,-0.1%,8%,i,32,-5%
NC(=O)CCn1ccc2ccccc21,-1.1,53,8%,2.7%,i,0.6,-14%,0.1%,-23%,i,10,9%
COC(CNC(=O)CNC(=S)N(CCCN1CCOCC1)Cc1cccs1)OC,0.2,61,-5%,1.6%,i,0.6,-23%,0.1%,-35%,i,49,-9%
Cc1ccc(N(Cc2cc3ccc(C)cc3[nH]c2=O)C(=O)c2ccco2)c(C)c1,4.6,53,25%,10%,i,0.4,11%,-0.2%,-7%,i,20,-6%
Cc1c(CCC(=O)NC2CC2)c(=O)oc2c(C)c(O)ccc12,-2.4,64,5%,-3.1%,i,2.8,-44%[20 µM],-0.1%,4%,i,1,-11%
Cc1cc(C(=O)Nc2ccc3c(c2)OCO3)no1,-0.5,53,-81%,0.3%,i,0.9,-3%,-0.2%,-84%,i,18,6%
N/C(CCCN1CCCCC1)=N/O,-0.6,60,5%,0.6%,i,0.3,19%,0.2%,-9%,i,57,-5%
O=C(NCc1ccc(Cl)s1)C1CCC(=O)N(CCc2ccccn2)C1 (stereo unspecified),-0.8,53,10%,-1.5%,i,0.9,12%,-0.1%,-10%,i,12,4%
Cc1ccc(C)c(NC(=S)N2CCCC2)c1,1.7,63,-6%,2.5%,i,0.8,-14%,-0.1%,-20%,i,7,6%
O=C(Nc1ccc(OCC(=O)N2CCN(S(=O)(=O)c3ccccc3)CC2)cc1)c1ccco1,0.9,94,-11%,-1.2%,i,0.2,-44%,0.0%,-11%,i,32,6%
Cc1cc(C)n2nc(C(=O)OCC(=O)N(CC(C)C)CC(C)C)nc2n1,-0.9,23,-2%,-0.6%,i,0.3,30%,-0.2%,-24%,i,46,-18%
CCOc1ccccc1-n1c(SCC(=O)NC(C)CC)nnc1-c1ccoc1C (stereo unspecified),1.5,76,-14%,-2.1%,i,0.5,26%,-0.1%,-12%,i,48,21%
CCc1ccccc1NC(=O)CSc1nnc(-c2ccco2)n1N,-0.4,80,4%,10%,i,0.5,9%,0.3%,6%,i,26,1%
O=C(O)COc1ccccc1C(Nc1cccnc1)c1cc(Cl)c2cccnc2c1O (stereo unspecified),1.2,79,-4%,12%,i,0.3,-20%,0.0%,-3%,x,x,-1%
COc1ccc2[nH]c(=O)c(C(=O)O)cc2c1,-2.8,57,6%,-6.6%,i,0.5,-20%,-0.3%,-32%,i,31,-6%
Cc1ccc(S(=O)(=O)N2CCOCC2)cc1C(=O)NC1CCCCCC1,0.6,73,-8%,2.1%,i,1.2,-16%,-0.1%,-1%,i,38,-11%
Cc1cc(N2C(=O)Cc3ccccc3C2=O)ccc1C(C)C,0.1,82,-16%,-2.4%,i,0.6,-4%,-0.3%,-13%,i,56,-3%
COc1ccc(NC2CCCN(C(=O)c3cccc(C)n3)C2)cc1OC (stereo unspecified),-0.6,67,11%,1.3%,i,4.6,-18%,0.2%,-7%,i,4,-15%
COc1cccc(C(=O)Nc2c(F)cccc2F)c1,0.6,44,5%,-2.2%,i,0.1,-5%,0.0%,-40%,i,25,-7%
CC(=O)NNc1nc(-c2ccc(C)cc2)cs1,-0.7,23,-15%,-3.2%,i,0.0,18%,0.6%,-41%,i,14,5%

# Assay outcomes (PubChem BioAssay)
